Bioassay records deposited in PubChem BioAssay by several laboratories.
ER stress rescue – rescue of cells from ER stress-induced death, primary screen, 384-well, CSM14.1, thapsigargin, ATP luminescence (AID 1222); CSM14.1 thapsigargin-induced death rescue, ATP luminescence; higher % means a stronger effect; cellular ATP content (survival), % at 20 µM, or EC50 in µM where a hit was titrated; 190,000 tested, under 10 active;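 active = EC50 below 50 µM in the dose-response confirmation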;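 note: death triggered by thapsigargin at about 15 µM added after 2 h compound pretreatment; cell ATP read after overnight thapsigargin exposure of roughly 18 to 22 hours; normalized against plate controls of thapsigargin alone and 5% DMSO vehicle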
Dynein transport – blocks dynein driven cargo transport along microtubules; 3617.4 mouse cells, GR-EGFP nuclear translocation imaging; test concentration mostly 20 µM; stimulated with dexamethasone, 1 µM; active compounds read low; z-score, hits read low; 220,000 tested, 0.47% active;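 active = plate z-score of nuclear minus cytoplasmic receptor signal below a set negative limit, without overly bright fluorescence or cell loss, cut at about -3.5 in these data, passing the limit was not always enough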;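 note: z-score of nuclear minus cytoplasmic ring GR-EGFP intensity difference per well; some compounds called inactive have numbers as strong as hits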
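Also added – dexamethasone, 1.0 µM final · Buffer or medium – tet-free, stripped-serum medium · Schedule – induction 48 h, compound 1 h, agonist 30 min · Detection – formaldehyde fixation, Hoechst nuclear stain, 10x automated fluorescence imaging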
Hep lipid drop – hepatic lipid droplet formation modulation; AML12 mouse hepatocytes, oleate lipid droplets, BODIPY imaging; inhibition, % at 6.5 µM; 240,000 tested, 0.4% active;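 active = lipid droplet intensity inhibited by at least 50%, with more than 500 cells counted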
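Test system: AML12 hepatocytes (mouse); reagent: oleate loading, 100 µM; dosing: one dose, 6.5 µM compound; incubation: overnight exposure; signal: fluorescence imaging, 20x objective, two fields per well; read-out basis: % inhibition of corrected integrated BODIPY droplet signal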
XIAP displacement – small molecules displacing peptide from XIAP – biochemical, IAP family, fluorescence polarization (AID 1018); XIAP BIR domain, fluorescence polarization peptide displacement; higher % means a stronger effect; displacement, % at 20 µM; hits with a dose series show IC50 in µM; 200,000 tested, 0.007% active; in the data active = displacement above about 50%; note: a part of the inactive calls stands beside numbers as strong as those of hits
Autophagy HCS – alters autophagy in cells; MEF GFP-LC3 puncta imaging; test concentration mostly 10 µM; calls only at 10 µM (by protocol); 190,000 tested, 0.98% active;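 active = percentage of spot-positive cells more than 3 SD above its plate mean, without a fluorescence outlier flag or 80% toxicity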;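 note: spot-positive cell cutoff set from DMSO-treated cells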
MT stabilizer – microtubule stabilizers in HeLa cells; HeLa tubulin immunostaining HCS, 24 h; share of cells brighter than vehicle mean+2SD; % tubulin-high responders, % at 10 µM; 200,000 tested, 0.83% active; AID 2205;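 active = plate Z-score above 3 for both tubulin-high and condensed-nucleus cell shares, with cell loss under 80%, at 10 µM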;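 note: anti alpha tubulin signal scored within the nucleus-defined area of each cell; some results filed as inactive read as strong as hits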
b-catenin transl – alters nuclear translocation of beta-catenin in HeLa cells; nuclear translocation activity, % at 5 µM; 190,000 tested, 0.3% active; immunofluorescence imaging;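 active = nuclear translocation activity above 50% at 5 µM, with a well cell count of 50 or more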;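 note: per-cell ratio of nuclear to cytoplasmic median beta-catenin stain intensity; plate controls were DMSO negative control for no effect and GSK-3 inhibitor IX positive control for full effect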
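test system = HeLa cells, endogenous beta-catenin | dosing = single 5 µM dose plus 0.02–20 µM confirmation series | times = compound treatment 24 h, 37°C, 5% CO2 | technique = beta-catenin immunofluorescence imaging with DAPI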
WT yeast gro inh – growth inhibition of WT yeast, mitochondrial fusion screen; 190,000 tested, 2.1% active; inhibition, % at 10 µM; mitochondrial fusion phenotypic screen, WT strain; in the data active = inhibition above about 58%; tested in S. cerevisiae
Ins promoter up – MIN6 insulin promoter up-regulation | MIN6 insulin promoter-GFP reporter, high-content imaging; active compounds read high | z-score at 5 µM | 190,000 tested, 0.3% active | AID 1625;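 active = z-score above 3 at 5 µM with at least 500 cells counted in the well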
WT yeast gro inh mutant strain – recorded beside WT yeast gro inh, whose call it bears; inhibition, %; mitochondrial fusion phenotypic screen, mutant strain inhibition
Dynein transport cytoplasmic EGFP – second read-out of Dynein transport, no call of its own (marks repeat the call); z-score; measured here: cytoplasmic GR-EGFP intensity; active compounds read high
Dynein transport nuclear GR-EGFP – recorded beside Dynein transport, whose call it bears; z-score; measured here: nuclear GR-EGFP intensity;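 lower value marks the stronger effect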
Dynein transport cell count – second read-out of Dynein transport, no call of its own (marks repeat the call); z-score; measured here: cell count per field
Ins promoter up cell count – also measured in Ins promoter up; calls as there; cell count; measured here: cytotoxicity, nuclei count;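 total cells summed across four imaged fields per well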
Hep lipid drop cells 6.5 µM – recorded beside Hep lipid drop, whose call it bears; cell count; measured here: cell count, cytotoxicity flag;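 cells counted across two imaged fields per well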
b-catenin transl cell count 5 µM – recorded beside b-catenin transl, whose call it bears; cell count; measured here: cell count, cytotoxicity flag
MT stabilizer Hoechst-high % – also measured in MT stabilizer; calls as there; % Hoechst-high responders; measured here: nuclear condensation Hoechst responders;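 share of cells brighter than vehicle mean plus two SD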
MT stabilizer cytotoxicity % – recorded beside MT stabilizer, whose call it bears; toxicity, %; measured here: cytotoxicity by cell density;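 0% = mean cell density of plate MIN control wells and 100% = no cells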
Autophagy HCS cell loss 18 h – also measured in Autophagy HCS; calls as there; toxicity, %; measured here: cell loss, nuclei count;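 cell loss after 18 h compound exposure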
* marks the source's active call; other numbers are inactive results; i = inactive; nt = no result given.

entry	Molecule	ER stress rescue	Dynein transport	Dynein transport cytoplasmic EGFP	Dynein transport nuclear GR-EGFP	Dynein transport cell count	Hep lipid drop	Hep lipid drop cells 6.5 µM	XIAP displacement	Autophagy HCS	Autophagy HCS cell loss 18 h	MT stabilizer	MT stabilizer Hoechst-high %	MT stabilizer cytotoxicity %	b-catenin transl	b-catenin transl cell count 5 µM	WT yeast gro inh	WT yeast gro inh mutant strain	Ins promoter up	Ins promoter up cell count
1	Cn1cc(S(=O)(=O)CC(=O)N2CCCc3ccccc32)c2ccccc21	-0.8%	0.014	-0.29	0.019	0.37	nt	nt	-3.5%	i	5	3.9	2.2	3.7	nt	nt	-15	-3	-0.35	692
2	CC(NC(=O)C(=O)N/N=C\c1cccc([N+](=O)[O-])c1)c1ccccc1 (stereo not drawn)	-3.1%	0.46	-0.2	0.56	0.15	-1	698	-11%	i	6	nt	nt	nt	-0.4	1080	4	-10	0.22	1458
3	CCCCCN1C=CC(=C2C(=O)c3ccccc3C2=O)C=C1	nt	0.18	-0.28	0.028	0.2	-1	708	0.1%	i	14	2.9	1.7	5.1	-0.8	1140	58*	55*	-1.9	1270
4	CC1=C(C(=O)OCC2CCCO2)C(c2ccc(C)cc2)C2=C(CC(C)(C)CC2=O)N1 (stereo not drawn)	-0.1%	1.5	-0.083	1.2	-1.2	0	726	-6.9%	i	23	3.0	1.1	5.8	0.6	1517	-1	9	0.03	1675
5	CN(C)C(=O)COc1ccc2ccc(=O)oc2c1	-1.7%	-0.33	-0.19	-0.32	0.13	0	731	-0.8%	i	5	1.8	2.0	6.1	-2.7	1178	-2	-60	0.04	948
6	O=C(NC1=NCCS1)C12CC3CC(C1)CC(C(=O)NC1=NCCS1)(C3)C2	nt	-0.7	-0.21	-0.7	1.2	14	697	-6.6%	i	0	4.0	2.3	6.6	nt	nt	5	1	-0.85	1550
7	Cc1noc(C)c1C(=O)OC(C(=O)NC1CCCC1)c1ccc(F)cc1 (stereo not drawn)	-1.6%	0.065	-0.2	0.01	-0.0029	nt	nt	-4.6%	i	12	3.0	3.8	5.0	-4.4	808	9	10	-0.98	1167
8	CCOC(=O)C1=C(O)/C(=C\c2cccs2)N=C1C	-1.1%	-0.55	-0.22	0.63	-0.41	12	701	-2.1%	i	4	3.3	3.5	6.7	-2.8	1062	8	-9	0.74	1598
9	CCCN1C(=O)C(O)(CC(=O)c2ccc3c(c2)OCCO3)c2ccccc21 (stereo not drawn)	-4.6%	0.91	-0.22	0.38	-1.7	-4	606	-7.8%	i	-8	3.3	2.2	4.1	-0.6	1036	-3	4	1.5	1659
10	CC[N+]1(CC(O)COC2CC(C)CC(C)(C)C2)CCOCC1 (stereo not drawn)	nt	-0.29	-0.84	-0.37	0.47	0	612	nt	nt	nt	nt	nt	nt	0.7	1356	nt	nt	-0.14	947
11	O=C1CSC(c2cccnc2)N1c1cccc(Cl)c1 (stereo not drawn)	nt	-0.59	-0.22	-0.21	0.37	5	692	-5.2%	i	9	2.0	1.3	7.8	-3.4	1124	2	3	-0.02	1222
12	O=C(COC(=O)c1cc2ccccc2oc1=O)Nc1cccc(S(=O)(=O)N2CCCCCC2)c1	-2.7%	-0.34	-0.28	-0.09	0.03	4	689	-1.5%	i	-8	3.8	2.0	5.5	-1.6	970	4	-4	0.26	1334
13	CC1CCc2nn(CC(=O)N3CCCCCC3)cc2C1 (stereo not drawn)	-2.4%	0.36	-0.16	0.31	-0.73	22	707	0.7%	i	6	2.8	2.7	1.8	-2.3	1093	11	4	-0.27	1560
14	COc1ccc(-n2c(C)cc(C(=O)Cn3nnc4ccccc4c3=O)c2C)cc1	2.1%	-0.18	-0.19	-0.26	0.24	nt	nt	-3.0%	i	1	0.7	1.1	6.3	0.6	1184	-12	-12	nt	nt
15	CC12CCC(C(=O)N(c3cccc(Cl)c3)C1=O)C2(C)C (stereo not drawn)	-1.2%	0.63	-0.29	0.094	-0.34	-25	553	-3.8%	i	8	1.9	1.7	5.4	-1.7	949	15	2	nt	nt
16	Cc1nnc(NC(=O)CSc2ncn(-c3ccccc3)n2)s1	1.5%	-0.41	-0.25	-0.36	0.79	-6	695	-3.0%	i	1	1.4	1.2	5.9	-0.7	1142	3	4	-0.15	1234
17	CCOC(=O)c1ccc(S(=O)(=O)N2CCN(C)CC2)cc1	-1.7%	1.4	-0.21	-0.3	-1.2	nt	nt	-5.5%	i	1	4.3	1.7	5.5	-2.2	1462	12	13	1.3	1110
18	O=C(Nc1ccccc1)c1ccc2snnc2c1	0.4%	-0.12	-0.22	-0.64	0.38	16	648	14%	i	-4	1.2	2.5	8.0	-1.0	1560	-17	-7	-0.23	1442
19	O=C(Nc1ccccc1C(=O)NCc1ccccc1)c1ccccc1Br	-3.8%	0.24	-0.25	0.62	-0.34	-42	642	-5.9%	i	35	3.8	3.3	5.3	0.4	975	16	5	-0.73	2227
20	CSc1nc(Sc2cccc(Cl)c2)c2ccccc2n1	-2.7%	-0.62	-0.23	-0.16	0.52	nt	nt	0.4%	i	2	1.4	1.8	11	0.7	1299	59*	9.5*	-0.63	1416
21	CCOc1ccccc1-n1nnnc1SC(C)C(=O)OC (stereo not drawn)	-1.2%	0.085	-0.29	-0.25	0.41	3	703	-7.0%	i	38	10	0.8	7.2	-0.1	1046	-17	3	-0.23	1222
22	CCCCOCCCNC1=NCCCCC1	1.3%	-0.43	-0.17	-0.2	0.53	nt	nt	-4.3%	i	10	1.8	1.3	9.8	-2.9	871	15	21	0.61	1263
23	Cc1ccc(C(=O)OCC(=O)NCc2cccs2)cc1	0.2%	0.15	-0.28	0.13	0.08	0	652	-3.6%	i	-2	5.1	2.8	5.7	-0.5	1112	-4	-7	0.31	1549
24	CCOC(=O)N1CCN(C(=O)c2ccc(S(=O)(=O)NCc3ccco3)cc2)CC1	0.0%	-0.17	-0.22	-0.48	0.53	1	629	-4.2%	i	11	1.4	2.9	9.0	0.2	1092	-14	-6	0.17	1608
25	CC(=O)Nc1ccc(S(=O)(=O)n2nc(-c3ccc(C)cc3)nc2N)cc1	-0.8%	-0.63	-0.11	-0.058	0.13	nt	nt	-0.3%	i	5	5.9	3.0	9.5	1.1	731	36	8	-1	1111
26	COc1ccc(N=Cc2c(O)n(-c3cccc(C)n3)c(=O)c3ccccc23)cc1	0.0%	0.47	-0.22	0.88	-0.12	10	739	-7.4%	i	-25	2.8	1.3	8.3	-1.3	597	-12	-16	0.65	1296
27	NC(=O)COC(=O)CC(NC(N)=O)c1ccc(Cl)cc1 (stereo not drawn)	-0.6%	0.49	-0.26	0.3	-0.099	-12	796	-7.0%	i	-3	4.0	2.1	5.8	3.0	503	-5	5	0.35	1095
28	CCc1ccccc1NC(=O)Nc1ccc(F)cc1	0.1%	0.46	-0.27	0.56	-0.087	-1	753	-6.6%	i	12	3.3	1.8	1.6	0.9	996	19	6	1.2	1469
29	Cc1nc2ccc(C(=O)O)cc2c2c1CC(C)S2 (stereo not drawn)	-3.2%	-0.19	0.072	-0.0083	0.46	10	745	22%	i	2	3.1	1.5	6.5	-1.1	989	nt	nt	0.67	1284

One compound at a time (already shown).
`Cc1nc2ccc(C(=O)O)cc2c2c1CC(C)S2` (stereo not drawn) across the screens: ER stress rescue = -3.2%; Dynein transport = -0.19; Dynein transport cytoplasmic EGFP = 0.072; Dynein transport nuclear GR-EGFP = -0.0083; Dynein transport cell count = 0.46; Hep lipid drop = 10; Hep lipid drop cells 6.5 µM = 745; XIAP displacement = 22%; Autophagy HCS = i; Autophagy HCS cell loss 18 h = 2; MT stabilizer = 3.1; MT stabilizer Hoechst-high % = 1.5; MT stabilizer cytotoxicity % = 6.5; b-catenin transl = -1.1; b-catenin transl cell count 5 µM = 989; WT yeast gro inh = nt; WT yeast gro inh mutant strain = nt; Ins promoter up = 0.67; Ins promoter up cell count = 1284
`CSc1nc(Sc2cccc(Cl)c2)c2ccccc2n1` across the screens: ER stress rescue = -2.7%; Dynein transport = -0.62; Dynein transport cytoplasmic EGFP = -0.23; Dynein transport nuclear GR-EGFP = -0.16; Dynein transport cell count = 0.52; Hep lipid drop = nt; Hep lipid drop cells 6.5 µM = nt; XIAP displacement = 0.4%; Autophagy HCS = i; Autophagy HCS cell loss 18 h = 2; MT stabilizer = 1.4; MT stabilizer Hoechst-high % = 1.8; MT stabilizer cytotoxicity % = 11; b-catenin transl = 0.7; b-catenin transl cell count 5 µM = 1299; WT yeast gro inh = 59*; WT yeast gro inh mutant strain = 9.5*; Ins promoter up = -0.63; Ins promoter up cell count = 1416
